AID2073 = disruptors of CaV2.2 binding to Mint1 – biochemical, HTRF (AID 2073) | inhibition, % at 20 µM, or IC50 in µM where a hit was titrated | 0.19% of 290,000 active | HTRF protein-protein interaction, Mint1-CaV2.2; higher % means a stronger effect; in the data active = inhibition mostly above about 51%, no sharp cut-off; inconclusive = no clear call, values can overlap the other calls; inactive = mostly below about 53%; also: some results filed as inactive read as strong as hits
HEK293 NOD2/NF-kB = NOD2 signaling inhibitors, cell-based, luminescence, uHTS, HEK293 (AID 1566) | inhibition, % at 4 µM, or EC50 in µM where a hit was titrated | 0.63% of 290,000 active | HEK293 NOD2/NF-kB luciferase reporter, luminescence; higher % means a stronger effect; also: many of its hits are not listed in these tables
SIAH1 antagonists = Siah-1 peptide-binding antagonists, primary screen, biochemical, fluorescence polarization, rhodamine-plectin, uHTS (AID 1817) | Siah-1 / rhodamine-plectin peptide fluorescence polarization; higher % means a stronger effect | displacement, % at 20 µM, or IC50 in µM where a hit was titrated | 0.02% of 290,000 active;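 active = displacement of at least 50% at 20 µM, with a fluorescence ratio check between 0.3 and a set limit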;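 also: plate controls were Siah plus tracer with DMSO for no effect and tracer alone without Siah for full effect; strong numbers were not always called active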
HIV fusion peptide = inhibitors of HIV fusion peptide binding, primary screen, biochemical, uHTS, fluorescence dequenching (AID 1986) | cell-free peptide binding, fluorescence dequenching, 30 min; higher % means a stronger effect | inhibition, % at 20 µM; hits with a dose series show IC50 in µM | 0.3% of 290,000 active; in the data active = inhibition mostly above about 52%, no sharp cut-off; inactive = mostly below about 76%; also: some results filed as inactive read as strong as hits
Myeloid diff 2 = promotes myeloid progenitor differentiation. 1% of 360,000 active. ER-HoxA9 myeloid progenitors, lysozyme-GFP differentiation, flow cytometry. calls only at 10 µM;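 active = normalized GFP-positive differentiation at or above the plate's own cutoff, the solvent-only control mean plus 3 SD; inconclusive = no clear call, values can overlap the other calls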;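 also: cells exposed to compound for four days before flow analysis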
LYP phosphatase = inhibitors of LYP phosphatase, biochemical, fluorescence intensity, uHTS (AID 1779); recombinant LYP phosphatase, fluorescence intensity; higher % means a stronger effect; inhibition, % at 11.5 µM; hits with a dose series show IC50 in µM; 0.054% of 290,000 active;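 also: plate controls were vehicle with enzyme for no effect and no enzyme for full effect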
Hep lipid drop = modulators of hepatic lipid droplet formation | 0.4% of 240,000 active | AID 1656 | AML12 mouse hepatocytes, oleate lipid droplets, BODIPY imaging | inhibition, % at 6.5 µM;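 active = lipid droplet intensity inhibited by at least 50%, with more than 500 cells counted; inconclusive = wells with under 300 cells, treated as cytotoxic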
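Test system: AML12 mouse liver cells; schedule: overnight exposure; technique: high-content imaging of BODIPY-stained droplets and DAPI nuclei; read-out: % inhibition of corrected integrated BODIPY droplet signal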
XIAP antagonists = small molecules displacing peptide from XIAP – biochemical, IAP family, fluorescence polarization (AID 1018); XIAP BIR domain, fluorescence polarization peptide displacement; higher % means a stronger effect; displacement, % at 20 µM; hits with a dose series show IC50 in µM; 0.007% of 200,000 active; in the data active = displacement above about 50%; also: a part of the inactive calls stands beside numbers as strong as those of hits
NS5 inhibitors = Dengue-2 NS5 methyltransferase inhibitors, primary screen, biochemical, confirmation dose response (AID 588689); inhibition, % at 25 µM; hits with a dose series show IC50 in µM; 0.3% of 340,000 active; Dengue-2 NS5 methyltransferase capping enzyme assay, biochemical; higher % means a stronger effect; in the data active = a potency from the dose series; inconclusive = inhibition above about 29% without an active follow-up result
Hep lipid drop cells 6.5 µM = recorded beside Hep lipid drop, whose call it bears; cell count; measured here: cell count, cytotoxicity flag;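 cells counted across two imaged fields per well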
NS5 inhibitors pilot replicate = recorded beside NS5 inhibitors, whose call it bears; inhibition, %; measured here: pilot screen replicate inhibition
Myeloid diff 2 GFP+ MAC1+ % = recorded beside Myeloid diff 2, whose call it bears; GFP+ MAC1+ double positive, %; measured here: differentiation confirmed by MAC1 staining
Numbers without * were called inactive; i = inactive; ? = inconclusive; · = no result given; + = active, no number. Rule as the data show it, unless noted: active = inhibition above about 50%; inactive = the rest. The list is partial; count on the stated rates, not on these rows.

SMILES	AID2073	HEK293 NOD2/NF-kB	SIAH1 antagonists	HIV fusion peptide	Myeloid diff 2	Myeloid diff 2 GFP+ MAC1+ %	LYP phosphatase	Hep lipid drop	Hep lipid drop cells 6.5 µM	XIAP antagonists	NS5 inhibitors	others
O=C(Cn1c(O)c(/C=C2\C=Nc3ccc(Br)cc32)sc1=O)N1CCCC1	11%	9%	-6%	2.2%	i	0.7	4%	-1	726	-4.6%	2%
Cc1c(NC(=O)Cn2nc(C(=O)O)c3ccccc3c2=O)c(=O)n(-c2ccccc2)n1C	0%	7%	2%	1.0%	i	0.9	-1%	0	662	-2.4%	-7%
CCc1n(CC(O)COCC2CC=CCC2)c2ccccc2[n+]1C (centres undefined)	-2%	55%*	5%	-1.6%	i	0.2	-9%	-7	666	-3.9%	-4%
CC(C)c1ccccc1NC(=O)C1CC(=O)N(C2CCCC2)C1 (centres undefined)	-2%	-7%	-4%	0.8%	i	2.8	-4%	2	804	·	6%
Cc1c(Cl)c([N+](=O)[O-])nn1CC(=O)NCc1cccnc1	-3%	6%	5%	-0.1%	i	0.4	-4%	1	603	-1.0%	-5%
COc1ccc(-c2nc(CSCC(=O)N3CCC(C(N)=O)CC3)c(C)o2)cc1OC	-5%	3%	1%	0.7%	i	2.8	-9%	3	697	-2.5%	1%
CC(C)S(=O)(=O)c1cnc(-c2cccnc2)nc1N	-15%	15%	1%	-2.9%	i	0.6	-3%	6	725	·	7%
CCc1ccc(CNC(=O)CCS(=O)(=O)Cc2ccccc2F)cc1	12%	-6%	-4%	-0.8%	i	3.0	-8%	-1	773	·	2%
NC(=O)c1ccsc1NC(=O)COC(=O)C1CCCN1C(=O)c1cccs1 (centres undefined)	-8%	7%	-5%	-1.8%	·	·	-4%	·	·	-3.7%	·
Cc1cc(=O)oc(C)c1C(=O)NCc1c(F)cc(F)cc1F	0%	1%	-2%	3.5%	i	8.7	-1%	-17	629	-2.5%	-8%
CC(C)N=C1NN=C(c2ccc(F)cc2)CS1	-4%	-27%	2%	2.5%	i	0.5	-5%	9	767	-4.0%	2%
Cc1ccc(NC(=O)c2sc(C)nc2C)c(C)c1	-7%	-38%	3%	-0.6%	i	0.1	-9%	-2	853	·	1%
Cc1cccc(/C=N/NC(=O)c2ccc(NC(=O)c3ccccc3C)cc2)n1	16%	11%	3%	-1.9%	i	1.2	-7%	-1	731	·	0%
O=C1CC(c2ccccc2)CC(O)=C1C=NCCN1CCN(C(=S)Nc2cccc(Cl)c2)CC1 (centres undefined)	-41%	10%	4%	-3.2%	i	4.9	2%	·	·	-1.0%	-5%
CCCCCCCCCCn1cc(C(C)=O)c(=O)[nH]c1=O	1%	10%	-2%	-0.7%	i	0.6	-5%	·	·	-1.1%	-3%
CCOc1ccc(CN(C)CC(=O)Nc2ccc3c(c2)CCC3)cc1OC	?	1%	17%	-1.3%	i	0.9	-2%	16	748	3.4%	-6%
CC(=O)Oc1ccc(N2C(=O)C3C(C2=O)C(C(=O)c2ccc(Cl)cc2)N2CCCC32)cc1 (centres undefined)	20%	-12%	-3%	18%	i	0.7	3%	2	646	·	-9%
CN(C)c1ccc(/C=N\NC(=O)c2cccc3cc[nH]c23)cc1	26%	-75%	-2%	-2.4%	i	0.4	-4%	17	702	·	-8%
COc1ccc(CN2CCCC(N3CCN(c4cccc(Cl)c4)CC3)C2)cc1OC (centres undefined)	0%	-44%	0%	1.5%	i	0.2	-3%	-4	840	·	·
Clc1cccc(Cl)c1CNc1ccc(N2CCCC2)cc1	32%	-3%	4%	-2.5%	·	·	0%	-7	629	-0.9%	·
N/C(=N\OC(=O)CCCN1C(=O)c2ccccc2C1=O)c1ccccn1	-12%	4%	-4%	0.0%	i	0.2	1%	3	701	-8.6%	1%
CC(=O)Nc1ccc2c3c(cccc13)C(=O)N(c1ccccc1)C2=O	?	16%	8%	0.6%	i	0.4	-24%	16	684	-4.0%	-11%
CC(OC(=O)c1nsc(Cl)c1Cl)C(=O)NCCc1ccccc1 (centres undefined)	12%	12%	-2%	1.0%	i	1.3	-1%	1	796	·	-1%
CCCCc1cc(=O)oc2cc(C)cc(OCC(=O)O)c12	22%	-3%	0%	-1.3%	i	0.6	-4%	·	·	-1.5%	-6%	NS5 inhibitors pilot replicate=4.1
NC(=O)c1ccsc1NC(=O)CSc1nnc(Nc2ccccc2)s1	34%	6%	22%	0.2%	i	0.4	0%	·	·	-4.6%	-11%
O=C(O)/C=C/C(=O)Nc1ccc(Oc2ccccc2)cc1	-4%	2%	2%	-1.9%	i	0.8	-4%	14	757	·	2%
C=CCSc1nc(C)cc2c1C(=O)OC2	-8%	8%	-8%	0.1%	i	0.1	-7%	15	733	0.7%	-11%
N#CCC(=O)N/N=C/c1ccc(N2N=C(c3ccccc3)CC2c2ccccc2)cc1 (centres undefined)	35%	5%	-7%	8.2%	+	17*	-6%	14	828	·	-1%
COc1ccc(-c2cc3nc(C)c(CCC(=O)NCc4ccc(F)cc4)c(C)n3n2)c(OC)c1	21%	0%	2%	-1.1%	i	0.2	-3%	4	674	-5.9%	-3%
COc1ccc(C(=O)NC2CC(C)(C)Cc3occc32)cc1 (centres undefined)	7%	14%	1%	2.7%	i	0.1	-5%	0	702	-6.6%	56%
Cc1cc(C)n(C(=O)CNC(=O)c2cccc(Cl)c2)n1	10%	23%	0%	0.3%	i	0.3	-15%	7	716	·	-1%
CCN(CC)C(=O)CC(c1ccc2c(c1)OCO2)c1c(OC)cc(OC)c2ccc(=O)oc12 (centres undefined)	6%	5%	15%	4.1%	i	1.0	-7%	-17	655	·	-12%
COc1ccc(Cl)cc1C(=O)Nc1nc2ccc(S(C)(=O)=O)cc2s1	36%	-6%	8%	1.2%	·	·	-6%	10	645	-6.9%	·
CCCC(=O)OC1CC(C)N(C(=O)c2ccccc2)c2ccc(C)cc21 (centres undefined)	1%	-6%	-14%	-0.8%	i	1.1	-4%	-29	752	0.3%	-7%
CCC1Sc2ccccc2N(CC(=O)NC2CCCC2)C1=O (centres undefined)	6%	1%	2%	-0.2%	i	1.0	-7%	-2	732	-1.7%	-3%
Cc1cc(C)cc(C(=O)NCCC(=O)NCc2cc(=O)n(C)c(=O)n2C)c1	11%	14%	4%	0.8%	i	1.2	-8%	6	737	·	27%
Cc1cc(C)nc(NS(=O)(=O)c2ccc(NC(=O)c3ccc4c(c3)OCO4)cc2)n1	9%	14%	-4%	-4.7%	i	1.3	-10%	·	·	11%	-4%
CCCNC(=O)c1ccc(N2CCC3(CC2)CC(c2ccccc2)=NO3)c(NC(=O)c2ccc(Br)cc2)c1	26%	24%	-2%	0.8%	i	0.4	-14%	17	821	·	-11%
N#Cc1cc(-c2ccccc2)c[nH]c1=O	21%	-10%	-4%	0.3%	i	1.2	-11%	14	598	-3.1%	2%
COc1ccc(-c2cc(-c3ccc(OC)cc3)nc(-c3ccc4c(c3)NC(=O)CO4)c2)cc1	20%	10%	2%	-0.9%	i	1.4	1%	3	759	-7.0%	-3%
COc1ccc(OC)c2[nH]c(C(=O)N/N=C/c3ccccc3O)cc12	16%	34%	9%	-0.7%	·	·	1%	·	·	·	-3%
O=C1c2ccc([N+](=O)[O-])cc2C(=O)N1CNc1ccccn1	5%	16%	6%	3.4%	i	0.2	-1%	12	736	-4.5%	2%
CCOC(=O)CSc1nc(N)c(C#N)c(CC(C)C)c1C#N	8%	19%	2%	-3.2%	i	0.6	-9%	·	·	-1.8%	1%
Cc1ccc(C(=O)N/N=C\c2ccc(OC(=O)c3cccs3)cc2)cn1	8%	25%	11%	-0.6%	i	0.3	-7%	-1	651	-3.3%	2%
CCCN(Cc1ccccc1)C(=S)Nc1ccc(F)cc1	-9%	-6%	3%	-0.2%	i	0.4	-2%	-13	687	-6.6%	-1%
O=c1[nH]c2cc(Cl)cc(Cl)c2[nH]c1=O	7%	8%	-1%	-1.9%	i	1.8	0%	·	·	-7.1%	-4%
CC(C)c1ccc(C(=O)Nc2ccc(N3CCOCC3)cc2)cc1	-8%	22%	0%	-0.5%	+	0.8*	-7%	·	·	-1.2%	4%
Cc1ccc(-n2c(C)cc(C)c(C#N)c2=O)cc1	5%	-14%	0%	-3.7%	i	1.4	-6%	·	·	-3.7%	-8%
O=C(O)c1ccc(/C=N/N2CCN(c3ccccc3)CC2)cc1	-2%	-29%	-2%	1.4%	i	1.3	-11%	15	797	·	0%
CCOC(=O)c1c(NC(=O)CN2CCN(C(=O)c3ccco3)CC2)sc(C(N)=O)c1C	0%	18%	8%	1.0%	i	0.7	0%	38	685	-9.4%	-7%
CCOC(=O)C1CCN(C(=O)CN(c2cccc(C(F)(F)F)c2)S(C)(=O)=O)CC1	0%	6%	1%	-0.3%	i	0.4	-27%	·	·	2.2%	-8%
Cc1ccc(NC(=O)CSc2nnc(NC(=O)C3CC3)s2)cc1C	6%	-2%	15%	0.0%	i	2.5	-3%	-1	753	·	8%
COc1ccc(N2C(=O)N(Cc3ccc(C)cc3)c3ccccc3S2(=O)=O)cc1	5%	22%	9%	0.5%	i	3.5	-3%	-12	678	-3.3%	-6%
Cc1ccc(CNC(=O)Nc2cccc(C)c2)cc1	3%	-62%	2%	0.6%	i	0.6	-9%	-8	682	-4.1%	-7%
Cc1ccc(NC(=O)C2CCCN2C(=O)NC2CCCCC2)cc1F (centres undefined)	-5%	17%	8%	0.2%	i	0.9	-10%	7	823	·	1%
CN(Cc1ccco1)C(=O)Cn1ncc2c([nH]c3ccccc32)c1=O	13%	-11%	0%	-0.3%	i	0.7	-9%	-9	699	·	-4%

Part of the list above in order of SMILES length, descending.
SMILES	AID2073	HEK293 NOD2/NF-kB	SIAH1 antagonists	HIV fusion peptide	Myeloid diff 2	Myeloid diff 2 GFP+ MAC1+ %	LYP phosphatase	Hep lipid drop	Hep lipid drop cells 6.5 µM	XIAP antagonists	NS5 inhibitors	others
CCOC(=O)C1CCN(C(=O)CN(c2cccc(C(F)(F)F)c2)S(C)(=O)=O)CC1	0%	6%	1%	-0.3%	i	0.4	-27%	·	·	2.2%	-8%
CN(Cc1ccco1)C(=O)Cn1ncc2c([nH]c3ccccc32)c1=O	13%	-11%	0%	-0.3%	i	0.7	-9%	-9	699	·	-4%
Cc1ccc(NC(=O)C2CCCN2C(=O)NC2CCCCC2)cc1F (centres undefined)	-5%	17%	8%	0.2%	i	0.9	-10%	7	823	·	1%
Cc1ccc(CNC(=O)Nc2cccc(C)c2)cc1	3%	-62%	2%	0.6%	i	0.6	-9%	-8	682	-4.1%	-7%

Screening data (PubChem BioAssay)
